TbPYK inhibitor = qHTS of Trypanosoma Brucei Inhibitors. pyruvate kinase (Trypanosoma brucei), Q57TT1. TbPYK enzyme, Kinase-Glo Plus ATP luminescence, 45 min. Potency, µM (series often up to 76.8 µM), for inactives: at the top dose activity, negative = inhibition, actives largely listed as inhibitors. hit rate 0.12% among 410,000. AID 624173, 2012; also: potency is read from the fitted curve at half-maximal effect; nearly all actives have a fitted effect of over 50% in size
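Enzyme and substrate buffer are dispensed first and compound is pin-transferred. ADP at 130 uM final then starts the reaction, which runs 45 min at room temperature. Detection reagent is added for 10 min before luminescence is imaged.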
AmpC inh no detg = qHTS Inhibitors of AmpC Beta-Lactamase (assay without detergent); AmpC nitrocefin hydrolysis, absorbance 480 nm, 0.0001% Triton; Potency, µM (top dose mostly 57.1 µM), for inactives: at the highest dose activity change, negative = inhibition, most hits filed as inhibitors; hit rate 0.52% among 330,000; AID 485341, 2010;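 also: potency is read from the fitted curve at half-maximal effect; plate controls were no compound for no effect and no enzyme for full effect; nearly all actives have a fitted effect of over 20% in size; some results filed as inactive show a strong effect at the top dose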
Target sequence (P00811 whole entry, looked up): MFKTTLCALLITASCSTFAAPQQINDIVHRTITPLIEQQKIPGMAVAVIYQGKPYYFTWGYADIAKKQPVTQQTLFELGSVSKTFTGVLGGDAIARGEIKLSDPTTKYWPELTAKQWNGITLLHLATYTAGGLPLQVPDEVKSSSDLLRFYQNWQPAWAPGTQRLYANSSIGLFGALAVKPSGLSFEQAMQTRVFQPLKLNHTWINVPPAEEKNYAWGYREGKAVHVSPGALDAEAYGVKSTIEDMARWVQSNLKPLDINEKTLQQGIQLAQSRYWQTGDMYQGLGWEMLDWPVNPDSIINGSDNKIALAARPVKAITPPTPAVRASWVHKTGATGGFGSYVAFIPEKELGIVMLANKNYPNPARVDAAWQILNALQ
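20 mM phosphate pH 7.0 + 0.01% (detergent screen) or 0.0001% Triton X-100; 5.3 nM AmpC reagent; cpd preinc 15 min RT; nitrocefin (800 uM stock) to start; A480 q20 s × 4 min; Activity was normalised to no-enzyme and no-compound control wells.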
AmpC inh detg = qHTS Inhibitors of AmpC Beta-Lactamase (assay with detergent) | AmpC hydrolysis of nitrocefin, absorbance 480 nm, 0.01% Triton | hit rate 0.041% among 370,000 | Potency, µM (titrated, usually from 114 µM), without a hit: at the top dose activity change, negative = inhibition, most hits filed as inhibitors;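 also: potency is read from the fitted curve at half-maximal effect; 0% = no-compound wells and -100% = no-enzyme wells; nearly all actives have a fitted effect of over 25% in size; some results filed as inactive show a strong effect at the top dose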
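AmpC (5.3 nM in the dispensed reagent) in 20 mM phosphate pH 7.0 with 0.01% (detergent screen) or 0.0001% Triton X-100 was preincubated with compounds for 15 min at room temperature. Nitrocefin was then added from an 800 uM solution, and hydrolysis was followed at 480 nm.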
HCV inhibitor = qHTS Assay for Inhibitors of Hepatitis C Virus (HCV); Huh7.5.1 HCVcc-Cre infection, luciferase reporter, 44 h; Potency, µM (doses to about 41.8 µM), for the others: top-dose activity change, negative = inhibition, actives largely listed as inhibitors; hit rate 3.4% among 340,000; AID 651820, 2012; also: potency is read from the fitted curve at half-maximal effect
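Cells (1,000/well) were plated 4 h before compound, then infected with HCVcc-Cre virus (~0.5 moi). After 44 h further culture, infection was read as luciferase luminescence following a 15 min substrate incubation at room temperature.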
HCMV inh = qHTS Assay for inhibitors of the human cytomegalovirus (HCMV); HFF cells, HCMV-luciferase reporter, 72 h; hits give low values; activity change, negative = inhibition, % at 57.5 µM; hit rate 4.5% among 410,000; in the data active = activity change below about -60%; inconclusive = no clear call, values can overlap the other calls; inactive = above about -39%
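Screen run at 2 compound doses on HFFs infected with reporter HCMV, MOI 1 PFU/cell. Luciferase activity from cell lysates at 72 h post infection gave inhibition relative to buffer-only and Salinomycin wells.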
AMA1-RON2 inh = qHTS for Inhibitors of AMA1-RON; Towards Development of Antimalarial Drug Lead: Primary Screen; hit rate 0.2% among 360,000; AID 720542, 2013; Potency, µM (doses to about 58.2 µM), for inactives: at the highest dose activity change, negative = inhibition, most hits filed as inhibitors; AlphaScreen AMA1-biotinylated RON2 peptide binding; Plasmodium falciparum AMA1 (3D7) - RON2 peptide interaction;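 also: potency is read from the fitted curve at half-maximal effect; 0% = vehicle wells and -100% = peptide control; nearly all actives have a fitted effect of over 45% in size; some results filed as inactive show a strong effect at the top dose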
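AMA1 (3D7) with his tag at 25 nM final met compounds first, then biotinylated RON2 peptide at 25 nM; detection used donor plus acceptor beads, 10 µg/mL apiece, read by AlphaScreen after 30 min at room temperature.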
LmPK inh = qHTS Assay for Inhibitors of Leishmania Mexicana Pyruvate Kinase (LmPK) | Q27686 | purified LmPK, Kinase-Glo ATP luminescence, 1 h | Potency, µM (highest dose often 57.5 µM), inactives show at the top dose activity change, negative = inhibition, usual class: inhibitors | hit rate 0.37% among 290,000 | AID 1721, 2009; also: potency is read from the fitted curve at half-maximal effect
Target sequence (Q27686 whole entry, looked up): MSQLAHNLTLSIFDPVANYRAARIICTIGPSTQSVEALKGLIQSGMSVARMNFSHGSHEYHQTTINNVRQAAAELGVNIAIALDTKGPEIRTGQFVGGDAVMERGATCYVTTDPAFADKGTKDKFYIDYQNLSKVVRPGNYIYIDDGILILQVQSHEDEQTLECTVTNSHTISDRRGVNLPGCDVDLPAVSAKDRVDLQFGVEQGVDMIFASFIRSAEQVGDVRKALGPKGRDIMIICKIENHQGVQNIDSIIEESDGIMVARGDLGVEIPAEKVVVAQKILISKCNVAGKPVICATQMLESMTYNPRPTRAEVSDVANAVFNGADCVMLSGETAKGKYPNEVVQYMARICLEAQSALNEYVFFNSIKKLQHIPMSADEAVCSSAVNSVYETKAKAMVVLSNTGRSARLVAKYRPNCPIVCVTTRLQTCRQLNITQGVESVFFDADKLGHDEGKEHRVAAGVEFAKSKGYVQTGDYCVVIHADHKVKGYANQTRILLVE
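In 50 mM imidazole pH 7.2 with 7 mM MgCl2, LmPK (0.1 nM) turned over PEP (0.5 mM) and ADP (0.1 mM) for 1 h at room temperature. Luciferase read-out of ATP.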
Numbers without * were called inactive; ? = inconclusive; . = not tested or not shown; [ ] = remark or other dose. Unless noted, calls follow the shape of the dose curve; as a rule, active = well fitted curve in the direction sought with a large enough effect; inconclusive = small, poorly fitted or top-dose-only effect, or another doubt; inactive = no such curve, though single readings can be large; an effect the other way counts as inactive or inconclusive. Unless noted, % is scaled to controls: 0 for no effect and ±100 for the full control effect. Rows were taken by chance; about 7.5% have a hit in one of these screens.

SMILES | TbPYK inhibitor | AmpC inh no detg | AmpC inh detg | HCV inhibitor | HCMV inh | AMA1-RON2 inh | LmPK inh
Cc1cccc(-c2nc(CS(=O)CC(=O)NCCCSC3CCCCC3)c(C)o2)c1 (stereo unspecified) | 12% | 181%[activator] | -13% | ? | -16 | -6% | 4%
COc1ccc(OC)c(CNC(=O)CCn2nc(C)c3c(C)n(-c4ccccc4)nc3c2=O)c1 | 23% | -7% | 1% | -2% | -16 | -10% | 1%
COc1ccc(C(=O)Nc2ccccc2C(=O)N2CCCCCC2)cc1OC | 5% | 1% | -3% | 17% | -19 | 10% | -1%
CS(=O)(=O)NN1C(=O)c2ccccc2NC1c1cccs1 (stereo unspecified) | 5% | -15% | 1% | 13% | 0 | -8% | 8%
OCc1cccc(-c2cnc3c(Nc4cccc(OC(F)(F)C(F)F)c4)nccn23)c1 | 3% | . | . | . | 44 | 60%[activator] | .
Cc1cc(N2CCN(C)CC2)nc2ccc(NC(=O)CCC(=O)NCc3ccco3)cc12 | -1% | 3% | -3% | -20% | 61 | -8% | -1%
Cc1ccc(-c2noc(CCCC(=O)Nc3cccnc3)n2)cc1 | 3% | 14% | -10% | -57% | -63* | 6% | 2%
CCOC(=O)N1CCN(c2c(NCc3ccc(F)cc3)c(=O)c2=O)CC1 | 2% | 0% | 4% | -12% | -31 | 3% | 2%
Brc1c(CSc2nncc3ccccc23)nc2ccccn12 | 4% | -5% | 3% | -20% | ? | 0% | -3%
CN(Cc1ccccc1)CC(O)CN(C)Cc1ccccc1 | 0% | . | . | -21% | -27 | 9% | .
Cc1csc(CNC(=O)CC2C(=O)NCCN2Cc2ccc(F)cc2Cl)n1 (stereo unspecified) | -10% | -18% | 6% | 19% | 72 | 41%[activator] | 1%
COc1ccc(C2(O)CCN(C(=O)NC3CCCCC3)CC2)cc1 | 5% | -2% | -11% | 11% | 8 | 31%[activator] | 0%
CC(C)Oc1ccc(C(=O)NC(=S)Nc2ccc(CN3CCOCC3)cc2)cc1 | -8% | -11% | 4% | ? | 0 | -5% | 5%
O=C(Cc1ccc(Br)cc1)Nc1cccc(-c2cn3c(n2)SCC3)c1 | 7% | ? | -8% | ? | -71* | 29% | 1%
CCN1C(=O)CSc2ccc(C(=O)NCCCN3CCOCC3)cc21 | -2% | -5% | 3% | -10% | 109 | 2% | 1%
O=C(NCCCN1CCOCC1)C1CC(=O)N(c2ccccc2)C1 (stereo unspecified) | 0% | 3% | -8% | -8% | -27 | 16% | 5%
Cc1cccc(NC(=O)CN(C)C(=O)Cc2ccc(-c3ccccc3)cc2)c1C | 2% | . | . | . | -13 | 8% | .
CC(C)(C)NC(=O)CSc1nc2cccnc2n1C1CCCCC1 | 4% | 42% | 4% | ? | -26 | 1% | -3%
O=C(NNC(=O)c1ccccc1Cl)c1csc(N2CCOCC2)n1 | 5% | -6% | -14% | -10% | -9 | 84%[activator] | .
Cc1ccc(S(=O)(=O)N2CCOCC2)cc1C(=O)OCCOc1cccc(Cl)c1 | 2% | 28% | 1% | ? | ? | 7% | .

Of the compounds above, these contain bromine:
SMILES | TbPYK inhibitor | AmpC inh no detg | AmpC inh detg | HCV inhibitor | HCMV inh | AMA1-RON2 inh | LmPK inh
Brc1c(CSc2nncc3ccccc23)nc2ccccn12 | 4% | -5% | 3% | -20% | ? | 0% | -3%
O=C(Cc1ccc(Br)cc1)Nc1cccc(-c2cn3c(n2)SCC3)c1 | 7% | ? | -8% | ? | -71* | 29% | 1%

Next results.
SMILES | TbPYK inhibitor | AmpC inh no detg | AmpC inh detg | HCV inhibitor | HCMV inh | AMA1-RON2 inh | LmPK inh
O=C(NCc1ccc(N2CCCC2=O)cc1)C1CCC(=O)N(Cc2ccccc2F)C1 (stereo unspecified) | 3% | -6% | -7% | . | 2 | 17% | 1%
CCC1CCCCN1C(=O)N[C@@H](CCSC)C(=O)OC (stereo partly specified) | -1% | 5% | ? | -12% | -6 | 3% | 0%
COC(=O)c1c(NC(=O)CSc2ncnc3c2cnn3-c2ccccc2Cl)sc2c1CCCC2 | -4% | -35% | 5% | ? | -85* | -11% | 1%
CCOC(=O)Cn1cc2c(c1-c1ccc(Cl)cc1)c(=O)n(C)c(=O)n2C | 4% | . | 1% | . | -6 | . | .
CC(NS(=O)(=O)c1ccc(Br)cc1)C(=O)Nc1nc2ccccc2[nH]1 (stereo unspecified) | -4% | -24% | -18% | 0% | 27 | 66%[activator] | .
COC(=O)c1c(NC(=O)/C=C/C(=O)O)sc(C)c1-c1ccc(C)c(C)c1 | -2% | -17% | ? | -4% | -35 | 0% | -1%
CCOC(=O)C1CN(S(=O)(=O)c2ccccc2)c2cc(S(=O)(=O)CC)ccc2O1 (stereo unspecified) | 4% | 65%[activator] | -2% | 13% | 36 | -4% | 7%
COC(=O)c1cn(NC(=O)c2cc(OC)c(OC)c(OC)c2)c(=O)c2ccccc12 | 1% | -4% | ? | -13% | ? | 17% | 0%
Cc1cccc(N(CC(=O)NCc2ccccc2)C(=O)Cn2nnc(-c3ccc(C)o3)n2)c1 | -12% | -14% | -18% | -25% | 21 | -6% | 0%
COc1ccc(/C=N/N2CCN(Cc3ccc(C)cc3)CC2)cc1Br | 0% | 1% | ? | ? | -40 | ? | 15%
O=C(Nc1cccc(S(=O)(=O)Nc2ccc(Cl)cc2)c1)c1cc2c(s1)CCCC2 | -13% | -19% | -2% | 11µM* | -75* | -4% | -2%
CC1(C)CC(=O)C(N=Nc2cccc([N+](=O)[O-])c2)=C(O)C1 | -3% | -1% | -3% | 0% | 10 | -14% | -30%
O=C(NCCCN1CCC(Cc2ccccc2)CC1)c1ccc(CS(=O)c2ccccc2Cl)o1 (stereo unspecified) | 3% | . | . | . | -21 | -7% | .
COc1cccc(C2CC(c3ccccc3)=NN2S(=O)(=O)c2ccc(C)cc2)c1OC (stereo unspecified) | 4% | -5% | -1% | ? | -40 | -30% | 0%[11.5 µM]
COC(=O)c1nn(-c2ccc(OC)cc2)c(=O)cc1O | -5% | -20% | -10% | 10% | -29 | 8% | 2%
O=c1cc(O)nc(SCc2ccccc2)n1-c1ccc(F)cc1 | 8% | -26% | 4% | 9% | -35 | -8% | 3%
CNS(=O)(=O)c1cccc2cccnc12 | -2% | -5% | ? | 5% | 14 | 9% | 17%
COc1ccccc1-c1noc(CCCC(=O)NC2CCCCC2)n1 | 2% | 2% | -1% | 24% | 15 | 14% | 0%
O=C(O)[C@H]1CCCC[C@H]1C(=O)NCCNC(=O)[C@@H]1CCCC[C@@H]1C(=O)O | 1% | -20% | -6% | 0% | -6 | 12% | -6%
CCOC(=O)C(C(=O)OCC)N(C#N)c1nc(SC)nc(N(C)C)n1 | -5% | 29% | -14% | 5% | -14 | ? | 1%

Arranged by molecular weight (lowest first): 3 of the compounds above
SMILES | TbPYK inhibitor | AmpC inh no detg | AmpC inh detg | HCV inhibitor | HCMV inh | AMA1-RON2 inh | LmPK inh
O=c1cc(O)nc(SCc2ccccc2)n1-c1ccc(F)cc1 | 8% | -26% | 4% | 9% | -35 | -8% | 3%
COc1ccc(/C=N/N2CCN(Cc3ccc(C)cc3)CC2)cc1Br | 0% | 1% | ? | ? | -40 | ? | 15%
COc1cccc(C2CC(c3ccccc3)=NN2S(=O)(=O)c2ccc(C)cc2)c1OC (stereo unspecified) | 4% | -5% | -1% | ? | -40 | -30% | 0%[11.5 µM]

(cont.)
SMILES | TbPYK inhibitor | AmpC inh no detg | AmpC inh detg | HCV inhibitor | HCMV inh | AMA1-RON2 inh | LmPK inh
O=c1c2oc3ccccc3c2n(Cc2ccccc2Cl)c(=O)n1Cc1ccco1 | 6% | . | 2% | . | -2 | . | .
CCC(CC)C(=O)Nc1cccc(C(=O)Nc2ccc(S(N)(=O)=O)cc2)c1 | -1% | -29% | 5% | -24% | -29 | 43%[activator] | 5%
CCC(=O)c1ccc(OC(C)C(=O)NC2(C#N)CCCCC2)cc1 (stereo unspecified) | -3% | -46% | -3% | 11% | 0 | -1% | 1%
Cc1nnc(SCC(=O)NCCC2=CCCCC2)[nH]c1=O | 1% | -17% | . | 14% | -20 | 0% | .
CSc1nc2nc(C(F)(F)F)cc(-c3ccccc3)n2n1 | 4% | -17% | 0% | -18% | -15 | 7% | -4%
COc1ccc(C(=O)Nc2ccc3nc4n(c(=O)c3c2)CCCC4)cc1[N+](=O)[O-] | . | -25% | ? | 10% | . | . | 6%
COc1ccc(NC(=O)c2ccc(NC(=O)c3cccnc3)cc2)cc1 | 3% | . | . | . | -8 | -11% | .
COc1ccc(CN2CCN(CC3CC3)CC2CCO)c(C)c1C (stereo unspecified) | 7% | -7% | 1% | -1% | 78 | 3% | 2%
Cc1cc(C(=O)Nc2sc(C)c(C)c2C#N)c(C)o1 | -8% | -7% | 4% | 3% | 15 | 5% | 6%
O=C(COc1ccc(S(=O)(=O)N2CCOCC2)cc1)N1CCOCC1 | -6% | -12% | 1% | 27% | -31 | 4% | .
O=C(OCCN1C(=O)CCC1=O)c1ccc(S(=O)(=O)N2CCCCC2)cc1 | -3% | -3% | -10% | -7% | -11 | -1% | -1%
CCc1ccccc1NC(=O)CCCSc1nc2ccccc2s1 | -15% | -36% | -3% | -20% | 54 | 6% | 4%
CN1CCN(S(=O)(=O)c2cccc(C(=O)N3CCc4ccccc43)c2)CC1 | 0% | 35% | -7% | 21% | -27 | -12% | -8%
Cc1ccc(CNC(=O)c2ccc(-c3nc(CS(=O)c4ccccc4)c(C)o3)cc2)cc1 (stereo unspecified) | -4% | . | 3% | . | 11 | . | .
COc1ccc(S(=O)(=O)N2CCOCC2)cc1NC(=O)CSc1cccc[n+]1[O-] | 1% | 2% | -4% | 11% | ? | 4% | 5%
Cn1c(CCNC(=O)c2ccco2)nc2cc(NC(=O)COc3ccc(Cl)cc3)ccc21 | -2% | . | 0% | . | -14 | . | .
O=C1C=C(Nc2ccc(Cl)cc2)C(=O)N1c1ccc(Cl)cc1 | -7% | -18% | ? | -59% | 11 | -2% | 1%
Cc1cc(C)c2c(c1)NC(c1cc3c(cc1Br)OCO3)C1CC=CC21 (stereo unspecified) | -6% | -41% | -9% | ? | 6 | ? | 3%
CCCn1c(SCC(=O)Nc2cc(C(=O)O)ccc2C)nc2sc3c(c2c1=O)CCC3 | -4% | -14% | -18% | 7% | 14 | -7% | .

Source: PubChem BioAssay (National Center for Advancing Translational Sciences (NCATS))
